Screens (PubChem)
bCat nuc transl: beta-catenin nuclear translocation modulation; HeLa beta-catenin nuclear translocation, immunofluorescence imaging; 190,000 compounds, 0.3% hits; nuclear translocation activity, % at 5 µM;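 active = nuclear translocation activity above 50% at 5 µM, with a well cell count of 50 or more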;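 note: per-cell ratio of nuclear to cytoplasmic median beta-catenin stain intensity; plate controls were DMSO negative control for no effect and GSK-3 inhibitor IX positive control for full effect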
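Signal – beta-catenin immunofluorescence imaging with DAPI · Test system – human HeLa cell line · Dosing – 5 µM primary single dose, 0.1% DMSO, 0.02–20 µM confirmation series · Measure – % activation, nuclear-to-cytoplasmic median beta-catenin signal ratio per cell · Incubation – 24 h compound exposure at 37°C, 5% CO2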
Dynein cargo inh: dynein cargo transport inhibition; AID 1381; 220,000 compounds, 0.47% hits; 3617.4 mouse cells, GR-EGFP nuclear translocation imaging; test concentration mostly 20 µM; stimulated with dexamethasone, 1 µM; active compounds read low; z-score, hits read low;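 active = plate z-score of nuclear minus cytoplasmic receptor signal below a set negative limit, without overly bright fluorescence or cell loss, cut at about -3.5 in these data, passing the limit was not always enough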;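 note: z-score of nuclear minus cytoplasmic ring GR-EGFP intensity difference per well; some compounds called inactive have numbers as strong as hits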
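Buffer or medium: tet-free medium with charcoal-stripped serum / Also added: dexamethasone agonist, 1.0 µM final, for 30 min / Timing: induction 48 h, compound 1 h, agonist 30 min / Measured by: high-content fluorescence imaging after fixation / Read-out: nuclear-to-cytoplasmic GR-EGFP distribution per well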
Autophagy mod: autophagy modulation, high-content screen. 190,000 compounds, 0.98% hits. calls only at 10 µM (by protocol). MEF GFP-LC3 puncta imaging; test concentration mostly 10 µM;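 active = percentage of spot-positive cells more than 3 SD above its plate mean, without a fluorescence outlier flag or 80% toxicity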;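 note: spot-positive cell cutoff set from DMSO-treated cells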
NOD1 inhibition: NOD1 signaling inhibitors, primary screen, cell-based, luminescence, uHTS (AID 1578) | NOD1-driven NF-kB luciferase reporter cells, luminescence; higher % means a stronger effect | inhibition, % at 4 µM; hits with a dose series show EC50 in µM | 290,000 compounds, 1% hits; in the data active = inhibition mostly above about 36%, no sharp cut-off; inactive = mostly below about 34%;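 note: HEK-293T reporter cells stimulated with the NOD1 agonist gamma-tri-DAP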
NOD2 inhibition: NOD2 signaling inhibitors, cell-based, luminescence, uHTS, HEK293 (AID 1566). HEK293 NOD2/NF-kB luciferase reporter, luminescence; higher % means a stronger effect. inhibition, % at 4 µM; hits with a dose series show EC50 in µM. 290,000 compounds, 0.63% hits; in the data active = inhibition above about 50%; note: many of its hits are not listed in these tables
M17LAP inhibition: P. falciparum M17LAP inhibitors, primary screen, biochemical, fluorogenic H-Leu-NHMec substrate, 1536-well (AID 1619). recombinant M17LAP, H-Leu-NHMec fluorogenic kinetic assay; higher % means a stronger effect. 220,000 compounds, 0.38% hits. inhibition, % at 30 µM; hits with a dose series show IC50 in µM;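 active = compound inhibiting the enzyme by more than half at any dose during confirmatory dose-response retesting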;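 note: plate controls were full reaction with DMSO carrier for no effect and no enzyme background for full effect; strong numbers were not always called active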
MT stabilize HCS: stabilizes microtubules in HeLa cells. % tubulin-high responders, % at 10 µM. HeLa tubulin immunostaining HCS, 24 h; share of cells brighter than vehicle mean+2SD. 200,000 compounds, 0.83% hits;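 active = plate Z-score above 3 for both tubulin-high and condensed-nucleus cell shares, with cell loss under 80%, at 10 µM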;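 note: anti alpha tubulin signal scored within the nucleus-defined area of each cell; some results filed as inactive read as strong as hits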
Yfh1-off respiration: mitochondrial function rescue without frataxin homolog – Friedreich's ataxia, plus single-dose screen, dose response (AID 1465) | S. cerevisiae Yfh1-off respiration, WST-1 reduction, 72 h; higher fold induction means a stronger effect | fold induction at 50 µM; hits with a dose series show EC50 in µM | 220,000 compounds, 0.074% hits;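 active = fold induction of absorbance versus untreated yeast above a set limit, then at least 30% activation at any dose in follow-up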;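 note: activators that raise dye reduction in frataxin-depleted yeast; strong numbers were not always called active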
Ins promoter up: MIN6 insulin promoter up-regulation. MIN6 insulin promoter-GFP reporter, high-content imaging; active compounds read high. z-score at 5 µM. 190,000 compounds, 0.3% hits;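 active = z-score above 3 at 5 µM with at least 500 cells counted in the well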
Dynein cargo inh cytoplasmic EGFP: recorded beside Dynein cargo inh, whose call it bears; z-score; measured here: cytoplasmic GR-EGFP intensity; active compounds read high
Dynein cargo inh nuclear GR-EGFP: also measured in Dynein cargo inh; calls as there; z-score; measured here: nuclear GR-EGFP intensity;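 lower value marks the stronger effect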
Dynein cargo inh cell count: second read-out of Dynein cargo inh, no call of its own (marks repeat the call); z-score; measured here: cell count per field
Ins promoter up cell count: second read-out of Ins promoter up, no call of its own (marks repeat the call); cell count; measured here: cytotoxicity, nuclei count;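 total cells summed across four imaged fields per well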
bCat nuc transl cell count 5 µM: also measured in bCat nuc transl; calls as there; cell count; measured here: cell count, cytotoxicity flag
MT stabilize HCS Hoechst-high %: also measured in MT stabilize HCS; calls as there; % Hoechst-high responders; measured here: nuclear condensation Hoechst responders;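 share of cells brighter than vehicle mean plus two SD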
MT stabilize HCS cytotoxicity %: recorded beside MT stabilize HCS, whose call it bears; toxicity, %; measured here: cytotoxicity by cell density;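 0% = mean cell density of plate MIN control wells and 100% = no cells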
Autophagy mod cell loss 18 h: further read-out of Autophagy mod, marked with its call; toxicity, %; measured here: cell loss, nuclei count;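 cell loss after 18 h compound exposure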
Active calls of the source: *; i = inactive; x = not tested or not shown. Some of the compounds tested; rates above refer to the full screens.

#1 Cc1ccc(-n2nc(C)c3c(C)cc(=O)[nH]c32)cc1
#2 COc1ccc(C)cc1S(=O)(=O)Nc1cccnc1
#3 Cc1ccc(CNC(=O)C(Cc2ccccc2)NS(=O)(=O)c2cccs2)cc1 (stereo not given)
#4 CCC(CC)C(=O)Nc1cccc(C(=O)Nc2ccc(OC)cc2[N+](=O)[O-])c1
#5 COc1ccc(CN2C(=O)CCCc3ccccc32)cc1
#6 CCOC(=O)c1[nH]c2c(c1-c1ccccc1)C(=O)CC(c1ccc(Cl)cc1)C2 (stereo not given)
#7 CC(C)c1ccc(NC(=O)C2C3C=CC4(CN(CCCN5CCOCC5)C(=O)C24)O3)cc1 (stereo not given)
#8 COCc1cc(C)n(CC(=O)Nc2cc(C)cc(C)c2)c(=O)c1C#N
assay / compound	1	2	3	4	5	6	7	8
bCat nuc transl	1.8	-1.3	2.3	2.7	1.6	-2.0	-0.7	-3.0
bCat nuc transl cell count 5 µM	1020	807	1205	1372	950	493	1179	1100
Dynein cargo inh	-0.05	-0.77	1.5	-0.26	-1	-0.71	1.1	0.62
Dynein cargo inh cytoplasmic EGFP	-0.2	-0.2	0.44	-0.16	-0.18	-0.21	-0.095	-0.33
Dynein cargo inh nuclear GR-EGFP	-0.091	-0.12	1.6	-0.24	0.024	0.56	1	-0.37
Dynein cargo inh cell count	-0.032	0.93	-1.9	0.78	0.24	0.18	-0.99	0.9
Autophagy mod	i	i	i	i	i	i	i	i
Autophagy mod cell loss 18 h	-3	16	-4	-8	5	1	0	48
NOD1 inhibition	-59%	7%	-21%	x	-11%	-7%	-7%	-38%
NOD2 inhibition	10%	8%	-3%	11%	9%	22%	13%	6%
M17LAP inhibition	4%	-2%	-2%	7%	-1%	7%	18%	10%
MT stabilize HCS	2.9	2.8	0.9	1.8	3.1	2.5	0.4	4.2
MT stabilize HCS Hoechst-high %	2.8	2.3	0.7	1.6	1.5	2.6	1.0	1.5
MT stabilize HCS cytotoxicity %	9.5	7.1	8.4	3.1	11	8.7	6.0	9.2
Yfh1-off respiration	i	i	i	i	i	x	i	i
Ins promoter up	0.02	x	-0.49	-0.21	-0.24	-0.31	-0.39	-0.8
Ins promoter up cell count	904	x	755	1434	1594	1224	938	1399

#9 Brc1ccc(-c2cnc3n2CCCC3)cc1
#10 N#Cc1ccc(Nc2ccccc2)c(N)c1
#11 Nc1nc(CSc2ccccn2)nc(Nc2ccccc2)n1
#12 CSc1nc(-c2ccc(F)cc2)cc(=O)[nH]1
#13 Cc1cccc(NC(=O)Cn2c(O)c(N=NC(=O)c3ccncc3)c3ccccc32)c1
#14 Cc1ccc2nc(-c3cccc(NC(=O)c4ccc5c(c4)OCCO5)c3)oc2c1
#15 Cc1nc2scc(-c3ccco3)c2c(=O)n1/N=C/N(C)C
#16 COc1ccc(C(=O)N/C(=C/c2cccc3ccccc23)C(=O)NCCc2c[nH]c3ccccc23)cc1OC
assay / compound	9	10	11	12	13	14	15	16
bCat nuc transl	-1.9	x	x	x	0.2	0.1	3.2	-3.2
bCat nuc transl cell count 5 µM	1050	x	x	x	1030	1134	1100	537
Dynein cargo inh	-0.34	-0.065	0.32	-0.31	-1.2	1.9	-1.4	-0.57
Dynein cargo inh cytoplasmic EGFP	-0.21	0.0093	-0.23	-0.26	-0.36	-0.18	-0.067	-0.3
Dynein cargo inh nuclear GR-EGFP	0.12	-0.14	0.23	-0.5	-0.65	1.6	-0.34	-0.65
Dynein cargo inh cell count	0.51	-0.65	-0.35	0.33	0.5	-1.8	-0.4	0.67
Autophagy mod	i	i	i	i	i	i	i	i
Autophagy mod cell loss 18 h	-1	17	-5	-5	6	7	4	-1
NOD1 inhibition	21%	12%	-31%	-21%	-30%	-41%	-20%	4%
NOD2 inhibition	14%	-8%	-113%	3%	11%	-53%	8%	12%
M17LAP inhibition	0%	-1%	9%	0%	-2%	-3%	18%	-2%
MT stabilize HCS	3.2	2.3	3.4	2.4	2.8	4.9	4.4	2.9
MT stabilize HCS Hoechst-high %	1.5	1.9	1.6	2.3	1.7	4.6	3.4	3.3
MT stabilize HCS cytotoxicity %	0.5	6.2	5.3	5.2	7.3	9.5	59	5.5
Yfh1-off respiration	i	i	i	i	i	i	i	i
Ins promoter up	0.28	x	-0.28	-0.03	0.97	x	-1.2	-0.1
Ins promoter up cell count	1692	x	1235	1295	1630	x	1327	1416

#17 COc1ccc(C(=O)NC2CCN(C(=S)NCCc3ccccc3)CC2)cc1
#18 CCN(CC)S(=O)(=O)c1cccc(C(=O)N/N=C2\CC(=O)CC(C)(C)C2)c1
#19 O=C(CCC1CCCCC1)NCCN1C2=NC[C@@H](Cc3ccccc3)N2C[C@H]1Cc1ccc(O)cc1
#20 O=C(CSCc1ccc([N+](=O)[O-])cc1)Nc1cccc(C(=O)Nc2ccccc2C(=O)O)c1
#21 COc1ccc(C(=O)OCCN2C(=O)c3ccccc3C2=O)cc1
#22 Cc1cccc(C)c1NCc1n[nH]c(=S)n1-c1ccccc1
#23 CN1CCN(C(=O)CCc2nc3ccccc3c(=O)[nH]2)CC1
#24 CC(C)OCCCn1c(-c2ccc(Br)cc2)c[nH]c1=S
assay / compound	17	18	19	20	21	22	23	24
bCat nuc transl	-0.8	0.0	1.2	-0.1	-1.0	-0.6	-1.6	0.4
bCat nuc transl cell count 5 µM	956	1125	1027	1413	911	1506	1162	1119
Dynein cargo inh	-0.28	-0.66	0.58	2.6	-1	-0.12	-0.5	-0.017
Dynein cargo inh cytoplasmic EGFP	-0.15	-0.3	0.099	-0.15	-0.19	-0.37	-0.15	-0.31
Dynein cargo inh nuclear GR-EGFP	0.026	-0.21	0.73	0.5	-0.59	-0.38	-0.16	0.26
Dynein cargo inh cell count	0.1	0.37	-0.99	0.039	1.2	0.08	0.72	0.29
Autophagy mod	i	i	i	i	i	i	i	i
Autophagy mod cell loss 18 h	0	-6	10	15	-44	-3	-5	17
NOD1 inhibition	28%	-30%	36%	11%	-17%	28%	-15%	-44%
NOD2 inhibition	-6%	8%	-10%	20%	14%	18%	0%	15%
M17LAP inhibition	-1%	8%	0%	23%	0%	-6%	5%	-13%
MT stabilize HCS	2.9	4.5	0.4	2.7	4.4	5.0	3.2	4.2
MT stabilize HCS Hoechst-high %	1.3	2.1	0.6	1.9	3.4	1.8	1.6	2.2
MT stabilize HCS cytotoxicity %	5.4	8.1	10	3.0	3.2	6.8	7.8	8.8
Yfh1-off respiration	i	i	i	i	i	i	i	i
Ins promoter up	0.65	0.62	-1	-0.35	-0.45	0.11	0.58	-0.71
Ins promoter up cell count	1466	1344	943	1477	1312	1531	847	1265

A draw from above in order of length of the SMILES, rising.
#23 CN1CCN(C(=O)CCc2nc3ccccc3c(=O)[nH]2)CC1
#18 CCN(CC)S(=O)(=O)c1cccc(C(=O)N/N=C2\CC(=O)CC(C)(C)C2)c1
#20 O=C(CSCc1ccc([N+](=O)[O-])cc1)Nc1cccc(C(=O)Nc2ccccc2C(=O)O)c1
assay / compound	23	18	20
bCat nuc transl	-1.6	0.0	-0.1
bCat nuc transl cell count 5 µM	1162	1125	1413
Dynein cargo inh	-0.5	-0.66	2.6
Dynein cargo inh cytoplasmic EGFP	-0.15	-0.3	-0.15
Dynein cargo inh nuclear GR-EGFP	-0.16	-0.21	0.5
Dynein cargo inh cell count	0.72	0.37	0.039
Autophagy mod	i	i	i
Autophagy mod cell loss 18 h	-5	-6	15
NOD1 inhibition	-15%	-30%	11%
NOD2 inhibition	0%	8%	20%
M17LAP inhibition	5%	8%	23%
MT stabilize HCS	3.2	4.5	2.7
MT stabilize HCS Hoechst-high %	1.6	2.1	1.9
MT stabilize HCS cytotoxicity %	7.8	8.1	3.0
Yfh1-off respiration	i	i	i
Ins promoter up	0.58	0.62	-0.35
Ins promoter up cell count	847	1344	1477

New compounds follow
#25 O=C(NNc1c(Cl)cccc1Cl)c1ccno1
#26 Cc1cc(C)c2sc(N(CCN(C)C)C(=O)c3cc(Cl)sc3Cl)nc2c1
#27 c1ccc(Nc2nc(N3CCOCC3)nc(N3CCOCC3)n2)cc1
#28 COc1cc(C)nc(Oc2ccc(=O)n(C)n2)n1
#29 COc1ccc(NC(=S)N(Cc2ccc(N(C)C)cc2)Cc2ccco2)cc1
#30 CC(=O)NS(=O)(=O)c1ccc(NC(=O)/C=C/c2ccc(C)o2)cc1
#31 Cc1cc(C)c(C)c(OCCCOc2cccc3cccnc23)c1
assay / compound	25	26	27	28	29	30	31
bCat nuc transl	1.5	-0.5	-0.7	x	1.6	-0.2	0.0
bCat nuc transl cell count 5 µM	1325	1068	1007	x	1266	1410	912
Dynein cargo inh	-1	-0.8	0.078	0.071	2.9	-0.1	0.016
Dynein cargo inh cytoplasmic EGFP	-0.22	2.3	-0.18	-0.27	-0.2	-0.27	-0.17
Dynein cargo inh nuclear GR-EGFP	0.23	-0.1	0.23	0.38	1.7	-0.073	0.17
Dynein cargo inh cell count	-0.31	0.56	-0.072	-0.18	-1.4	-0.18	-0.73
Autophagy mod	x	i	i	i	i	i	i
Autophagy mod cell loss 18 h	x	-17	-15	-4	1	1	-2
NOD1 inhibition	-11%	-27%	-20%	-21%	5%	-19%	21%
NOD2 inhibition	-94%	11%	-4%	10%	2%	10%	6%
M17LAP inhibition	-2%	-4%	9%	-9%	4%	11%	-5%
MT stabilize HCS	x	1.7	6.4	4.7	6.7	7.0	1.6
MT stabilize HCS Hoechst-high %	x	1.6	4.6	3.9	3.1	1.2	3.1
MT stabilize HCS cytotoxicity %	x	4.5	5.9	8.7	11	7.9	6.1
Yfh1-off respiration	i	i	i	i	i	i	i
Ins promoter up	-0.22	0.16	0.02	-0.2	0.5	0.77	0
Ins promoter up cell count	1105	1202	1469	1276	1368	1379	1253
